TNAP activation fold = human TNAP enzyme activators, primary screen, biochemical, luminescent, no phosphate acceptor, uHTS (AID 1001). purified TNAP, luminescent activation assay, no phosphate acceptor; higher activation fold means a stronger effect. activation fold at 20 µM, or EC50 in µM where a hit was titrated. hit rate 0.03% among 200,000; in the data active = activation fold from about 3, or a potency from the dose series; inactive = the rest, 99 in 100 with activation fold below about 1.6; also: many of its hits are not listed in these tables
LYP phosphatase = inhibitors of LYP phosphatase, biochemical, fluorescence intensity, uHTS (AID 1779). Tyrosine-protein phosphatase non-receptor type 22 (Homo sapiens). recombinant LYP phosphatase, fluorescence intensity; higher % means a stronger effect. inhibition, % at 11.5 µM; hits with a dose series show IC50 in µM. hit rate 0.054% among 290,000;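 also: plate controls were vehicle with enzyme for no effect and no enzyme for full effect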
human PMI inhibitors = human PMI inhibitors, high substrate, primary screen, biochemical, fluorescence intensity, high mannose 6-phosphate (AID 1220); inhibition, % at 20 µM, or IC50 in µM where a hit was titrated; recombinant PMI enzyme, coupled fluorescence intensity; higher % means a stronger effect; hit rate 0.66% among 190,000
KOR beta-arrestin-1 = KOR antagonists, beta-arrestin recruitment, cell-based, luminescence, uHTS (AID 1778); hit rate 0.091% among 290,000; KOR beta-arrestin recruitment, luminescence, antagonist mode; higher % means a stronger effect; Kappa-type opioid receptor (Homo sapiens); inhibition, % at 10 µM; hits with a dose series show IC50 in µM; also: strong numbers were not always called active
KOR beta-arrestin-2 = KOR agonists, beta-arrestin recruitment, primary screen, cell-based, luminescence, uHTS (AID 1777); Kappa-type opioid receptor (Homo sapiens); KOR beta-arrestin recruitment, luminescence; higher % means a stronger effect; activation, % at 10 µM, or EC50 in µM where a hit was titrated; hit rate 0.02% among 280,000; in the data active = activation above about 50%, passing the limit was not always enough; also: a part of the inactive calls stands beside numbers as strong as those of hits
PMI inhibitors = inhibitors of human PMI, primary screen, biochemical, fluorescence intensity, coupled assay (AID 1209) | purified PMI enzyme, coupled fluorescence intensity; higher % means a stronger effect | inhibition, % at 20 µM; hits with a dose series show IC50 in µM | hit rate 0.42% among 190,000;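 also: plate controls were DMSO vehicle for no effect and wells lacking substrate for full effect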
XIAP displacement = XIAP antagonists, biochemical, IAP family, fluorescence polarization (AID 1018) | E3 ubiquitin-protein ligase XIAP (Homo sapiens) | XIAP BIR domain, fluorescence polarization peptide displacement; higher % means a stronger effect | one-dose displacement, % at 20 µM; IC50 in µM for titrated hits | hit rate 0.007% among 200,000; in the data active = displacement above about 50%; also: a part of the inactive calls stands beside numbers as strong as those of hits
HEK293 NOD2/NF-kB = NOD2 signaling inhibitors, cell-based, luminescence, uHTS, HEK293 (AID 1566); HEK293 NOD2/NF-kB luciferase reporter, luminescence; higher % means a stronger effect; inhibition, % at 4 µM; hits with a dose series show EC50 in µM; hit rate 0.63% among 290,000; also: many of its hits are not listed in these tables
NOD1 inhibition = NOD1 signaling inhibitors, primary screen, cell-based, luminescence, uHTS (AID 1578); NOD1-driven NF-kB luciferase reporter cells, luminescence; higher % means a stronger effect; one-dose inhibition, % at 4 µM; EC50 in µM for titrated hits; hit rate 1% among 290,000; in the data active = inhibition mostly above about 36%, no sharp cut-off; inactive = mostly below about 34%;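 also: HEK-293T reporter cells stimulated with the NOD1 agonist gamma-tri-DAP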
* marks the source's active call; other numbers are inactive results; . = no result given; [ ] = dose if it differs, or a comment. Rule as the data show it, unless noted: active = inhibition above about 50%; inactive = the rest. Only part of the results is shown, so the mix of outcomes need not match the whole.

SMILES	TNAP activation fold	LYP phosphatase	human PMI inhibitors	KOR beta-arrestin-1	KOR beta-arrestin-2	PMI inhibitors	XIAP displacement	HEK293 NOD2/NF-kB	NOD1 inhibition
CC(Sc1nnnn1-c1ccccc1)C(=O)Nc1ccccc1-c1ccccc1 (configuration not stated)	1.1	4%	5%	-1%	-1.3%	13%	-10%	2%	-5%
O=C(N/N=C/c1ccc(-c2cccc(C(F)(F)F)c2)o1)c1ccccc1O	1	2%	-18%	-19%	-0.4%	-16%	-35%	22%	87%*
CCc1cc2c(NC(C(=O)O)C(C)C)ncnc2s1 (configuration not stated)	1.2	-2%	7%	15%	-4.3%	-2%	0.0%	-6%	-15%
COC(=O)CNC(c1ccccc1)c1cc(C)ccc1NC(=O)CNC(=O)OCc1ccccc1 (configuration not stated)	1	3%	8%	-25%	2.5%	8%	-0.5%	-36%	14%
COc1ccc(NC(=O)c2ccc(-c3ccccc3C(F)(F)F)o2)cc1	1.1	6%	7%	-29%	-1.0%	6%	-6.5%	-25%	-29%
Cc1nn(-c2ccccc2)c(C)c1NC(=O)COC(=O)c1ccc(NC(=O)CC#N)cc1	.	-4%	.	-10%	7.7%	.	.	26%	-24%
CN(C)CCCNC(CC(=O)Nc1cccc([N+](=O)[O-])c1)C(=O)O (configuration not stated)	1.1	-4%	-2%	25%	7.3%	-1%	-3.2%	-1%	-36%
CC(C)CNC(=O)C1CCN(CC2CCCCC2)CC1	.	-10%	.	-61%[20 µM]	-1.9%	.	.	-26%	-20%
COc1ccc(CNC(=O)CN(C(=O)c2csnn2)c2cccc3c2CCCC3)cc1	.	-11%	.	15%	-0.5%	.	.	24%	16%
CN(Cc1cn[nH]c1-c1ccc2c(c1)OCO2)C1CCOCC1	0.7	-9%	12%	-17%[20 µM]	.	9%	-2.5%	10%	-26%
O=C(O)c1ccc(NC(=S)NC(NC(=O)c2ccco2)C(Cl)(Cl)Cl)cc1 (configuration not stated)	1.2	-5%	-3%	-2%	-0.6%	1%	-4.2%	-6%	21%
O=C(Nc1cc(Cl)ccn1)C1(c2ccccc2)CC1(Cl)Cl (configuration not stated)	.	0%	.	24%	1.9%	.	.	18%	-1%
S=c1[nH]ccn1-c1ccc(Cl)cc1	1.6	-4%	-1%	8%	0.9%	-4%	-7.0%	0%	-35%
Cc1ccc(SCC(=O)Nc2ccc(N3CCN(C)CC3)c(F)c2)cc1	1	-7%	11%	-4%	3.2%	6%	-7.4%	-89%	-56%
O=C(NCc1cccnc1)c1ccc2c(c1)OCO2	1.1	3%	-3%	-5%	-1.5%	-1%	-1.3%	13%	-4%
CCCSc1nnc(CSc2ncccn2)n1C	1.1	-5%	-8%	-21%	-0.8%	-22%	-2.2%	-5%	-16%
CN(C)CCc1cc2c(c3c1ccc1ccccc13)OCO2	.	-9%	.	-52%	-0.3%	.	.	10%	-4%
NC(=O)c1ccc(CN2CCc3ccccc3C2)cc1	.	-4%	.	10%	-4.1%	.	.	-1%	11%
CNC(=O)c1[nH]cnc1C(=O)NCC(=O)OC(C)(C)C	.	-10%	.	-26%[20 µM]	-3.0%	.	.	-9%	-17%
COC(=O)c1cccc(NC(=O)Nc2ccccc2OC)c1	1.1	-3%	5%	6%	2.5%	10%	-2.8%	-3%	-42%
COC(=O)CSc1ccsc1C(=O)O	1.1	2%	-5%	-29%	-0.9%	-24%	-8.7%	1%	-23%
CCOC(=O)c1sc2nc(SCC#N)n(CC3CCCO3)c(=O)c2c1C (configuration not stated)	1.1	-2%	0%	19%	0.2%	1%	-12%	-4%	-17%
COc1cc(-c2nc(-c3ccccc3)c(-c3cc([N+](=O)[O-])ccc3C)[nH]2)cc(OC)c1OC	1	7%	14%	31%	-5.6%	10%	-3.7%	2%	-20%
O=C(NCCN1CCOCC1)c1cc(-c2cccs2)on1	1.1	3%	-18%	24%	-1.7%	-11%	0.7%	-35%	-67%
Cc1cccc(C)c1NC(=S)N(CCN1CCCCCC1)Cc1ccco1	1.1	-2%	4%	6%	-1.2%	2%	-7.8%	-5%	-21%
Cc1ccc(NC(=O)c2sccc2C)nc1	.	-10%	.	1%	9.6%	.	.	-38%	-40%
CN(C)c1nc(=S)nc(NCc2ccccc2)[nH]1	1	-7%	-5%	22%	-6.4%	-8%	8.8%	5%	-30%
COC(=O)C(Cc1ccc(OC(=O)c2ccc(C(F)(F)F)cc2)cc1)N1Cc2ccccc2C1=O (configuration not stated)	1	4%	12%	-24%	0.1%	18%	-3.1%	-37%	-7%
O=C(CCN1CCCC1)c1cccs1	.	-4%	.	34%	7.4%	.	.	11%	3%
O=C(NCCC1=CCCCC1)C1CCCN(S(=O)(=O)c2cnc[nH]2)C1 (configuration not stated)	1.1	-1%	-4%	-13%	-0.9%	-3%	-0.4%	10%	-5%
COC(=O)c1ccc(C(=O)N(C)C2CCCN(Cc3ccccc3F)C2)nc1 (configuration not stated)	.	-1%	.	-25%[20 µM]	-5.7%	.	.	-3%	38%
CC(O)c1nc2ccccc2n1CCCCOc1ccccc1 (configuration not stated)	1	-10%	3%	9%	-1.3%	9%	-3.4%	4%	-20%
CC1=CC(C)C2(CO)COC(c3cccnc3)C1C2C (configuration not stated)	1	-7%	8%	-11%	5.1%	8%	-0.1%	11%	-23%
CN(Cc1cc(=O)n2ccsc2n1)C1CCCCC1	1.1	-7%	6%	-25%	-1.0%	10%	-3.3%	-2%	-33%
COc1cc(C2C3=C(CC(C)(C)CC3=O)Nc3c2c(=O)[nH]c(=O)n3Cc2ccccc2)ccc1O (configuration not stated)	1.2	-4%	-7%	-3%	3.2%	-24%	-2.7%	1%	-34%
COc1cc(/C=C2/C(=O)NN(c3cccc(F)c3)C2=O)ccc1OC(=O)c1ccco1	0.9	6%	-16%	26%	-4.1%	-10%	-3.9%	-52%	-39%

Reformatted with two lines to a compound: 2 of the compounds above.
Below each compound – TNAP activation fold, LYP phosphatase, human PMI inhibitors, KOR beta-arrestin-1, KOR beta-arrestin-2, PMI inhibitors, XIAP displacement, HEK293 NOD2/NF-kB, NOD1 inhibition
- Cc1ccc(NC(=O)c2sccc2C)nc1
→ ., -10%, ., 1%, 9.6%, ., ., -38%, -40%
- CN(C)c1nc(=S)nc(NCc2ccccc2)[nH]1
→ 1, -7%, -5%, 22%, -6.4%, -8%, 8.8%, 5%, -30%

Next compounds follow:
SMILES	TNAP activation fold	LYP phosphatase	human PMI inhibitors	KOR beta-arrestin-1	KOR beta-arrestin-2	PMI inhibitors	XIAP displacement	HEK293 NOD2/NF-kB	NOD1 inhibition
Cc1cccc(Nc2nc(-c3ccncc3)cs2)c1	1.1	-7%	5%	5%	-5.9%	-2%	-7.0%	-12%	17%
COc1ccc(-n2nc([N+](=O)[O-])c(=NCc3ccc4c(c3)OCO4)n2O)cc1	1	4%	0%	-19%	3.4%	11%	-10%	-51%	-45%
Cc1cccc(-c2c3c(=O)n(C)c(=O)n(C)c3c3cccnn23)c1	1	-3%	11%	2%	3.5%	8%	-2.1%	23%	2%
CC(/C=N/NC(=O)Cc1cc(=O)[nH][nH]1)=C\c1ccccc1	1	-5%	6%	-6%	-3.4%	5%	-4.5%	22%	5%
Cc1ccc(SCC2(O)CCN(C(=O)c3ccc(Cl)cc3)CC2)cc1	1	-9%	4%	-11%	1.8%	-10%	-4.5%	20%	-32%
OC(CCCN1CCC(O)(c2ccc(Cl)cc2)CC1)c1ccc(F)cc1 (configuration not stated)	1	0%	6%	-11%	-0.5%	2%	-19%	16%	-19%
CCOc1ccc2c(c1)C(N(CCN1CCOCC1)C(=S)Nc1ccccc1OC)CC(C)(C)O2 (configuration not stated)	1.1	0%	7%	5%	-4.5%	14%	-8.8%	13%	-2%
COc1cccc(NC(=S)N(CCN(C)C)C(C)c2cccnc2)c1 (configuration not stated)	1	-10%	3%	-3%	-3.6%	0%	-2.8%	11%	-12%
O=C1/C(=C/Nc2cccc([N+](=O)[O-])c2)CCc2ccccc21	1.1	6%	.	-1%	2.9%	10µM*	-3.4%	-48%	-31%
Cc1cccc(NC(=O)CCN2CCCCC2)c1	.	-8%	.	-4%	3.0%	.	.	4%	-4%
O=C(CN1CCN(S(=O)(=O)c2ccccc2)CC1)Nc1ccccc1C(=O)c1ccccc1	1.1	2%	-3%	-1%	2.6%	9%	-3.2%	-27%	-15%
O=C(CN(Cc1ccc(Cl)cc1)C(=O)CNS(=O)(=O)c1ccccc1)NCC1CCCO1 (configuration not stated)	.	-10%	.	-48%	-0.4%	.	.	10%	-38%

Arranged by value in LYP phosphatase (low to high): three from the list above
mol | LYP phosphatase
O=C(CN(Cc1ccc(Cl)cc1)C(=O)CNS(=O)(=O)c1ccccc1)NCC1CCCO1 (configuration not stated) | -10%
OC(CCCN1CCC(O)(c2ccc(Cl)cc2)CC1)c1ccc(F)cc1 (configuration not stated) | 0%
O=C1/C(=C/Nc2cccc([N+](=O)[O-])c2)CCc2ccccc21 | 6%

In the list so far, 2 contain a cyano group:
SMILES	TNAP activation fold	LYP phosphatase	human PMI inhibitors	KOR beta-arrestin-1	KOR beta-arrestin-2	PMI inhibitors	XIAP displacement	HEK293 NOD2/NF-kB	NOD1 inhibition
Cc1nn(-c2ccccc2)c(C)c1NC(=O)COC(=O)c1ccc(NC(=O)CC#N)cc1	.	-4%	.	-10%	7.7%	.	.	26%	-24%
CCOC(=O)c1sc2nc(SCC#N)n(CC3CCCO3)c(=O)c2c1C (configuration not stated)	1.1	-2%	0%	19%	0.2%	1%	-12%	-4%	-17%

Other structures follow.
SMILES	TNAP activation fold	LYP phosphatase	human PMI inhibitors	KOR beta-arrestin-1	KOR beta-arrestin-2	PMI inhibitors	XIAP displacement	HEK293 NOD2/NF-kB	NOD1 inhibition
CCCc1nc2scc(-c3ccccc3)c2c(=O)n1N	1	-3%	6%	-7%	-0.3%	10%	-1.2%	-3%	-27%
COc1cc(/C=C/C(C)=O)cc(OC)c1OC	1.1	-8%	10%	-26%	2.6%	13%	-5.6%	10%	5%
CCc1cc2ccc(C)cc2nc1SCC(=O)NNC(=O)c1ccco1	2.4	2%	-2%	-35%	1.5%	11%	1.0%	-2%	-5%
CC(C)Sc1nc2c([nH]1)c(=N)ncn2Cc1ccccc1	1.1	-4%	6%	-43%[20 µM]	-2.2%	1%	-5.7%	31%	24%
c1ccc2sc(NN=C3CCCCCC3)nc2c1	1.1	-2%	17%	-19%[20 µM]	-8.0%	19%	-4.7%	-164%	-36%
Cc1ccccc1NNC(=O)C(=O)NNc1ccccc1C	.	-7%	.	16%	-1.5%	.	.	-80%	-6%
O=C(COC(=O)CCCSc1nc2ccccc2[nH]1)Nc1cccc(F)c1	1	4%	5%	-22%	-0.5%	7%	-9.2%	-7%	-27%
O=C(Nc1ccc(S(=O)(=O)Nc2ccnn2-c2ccccc2)cc1)C(F)(F)F	.	2%	.	-3%	-3.7%	.	.	-20%	-17%
Cc1nc(SCCOc2ccccc2F)[nH]c(=O)c1Cc1ccccc1	1	-5%	4%	-34%	5.8%	-6%	-13%	-6%	-7%
CCOC(=O)C1CCN(C2=C(NS(=O)(=O)c3ccc(Br)cc3)C(=O)c3ccccc3C2=O)CC1	.	-9%	.	-21%	-3.4%	.	.	15%	-3%
O=C(Nc1nc2c(cc3c4c(cccc42)CC3)s1)c1ccccc1Cl	1	-1%	8%	14%	-3.5%	23%	0.9%	17%	-22%
COCCN(Cc1cn[nH]c1-c1ccc2cc(OC)ccc2c1)C(C)C	.	-3%	.	-18%	5.3%	.	.	-8%	-26%
Cc1cccc(N=C2CSC(=O)N2)c1	1	0%	-8%	2%	-3.6%	8%	-3.2%	14%	-26%
COc1cc(CCC(=O)O)on1	.	-2%	.	1%	7.1%	.	.	-2%	-7%

High-throughput results deposited in PubChem BioAssay by Sanford-Burnham Center for Chemical Genomics.
